From PubChem BioAssay
APJ antag – antagonists of human APJ apelin receptor. CHO-K1 APJ beta-arrestin complementation, luminescence. inhibition, % at 20 µM. 0.32% of 330,000 active;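 active means inhibition above about 40% at 20 µM, limit read from the data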;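 further: cells challenged with 10 nM apelin-13 agonist together with compound; plate controls were apelin-13 plus DMSO wells for no effect and DMSO wells lacking apelin-13 for full effect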
Target sequence (P35414 whole entry, looked up): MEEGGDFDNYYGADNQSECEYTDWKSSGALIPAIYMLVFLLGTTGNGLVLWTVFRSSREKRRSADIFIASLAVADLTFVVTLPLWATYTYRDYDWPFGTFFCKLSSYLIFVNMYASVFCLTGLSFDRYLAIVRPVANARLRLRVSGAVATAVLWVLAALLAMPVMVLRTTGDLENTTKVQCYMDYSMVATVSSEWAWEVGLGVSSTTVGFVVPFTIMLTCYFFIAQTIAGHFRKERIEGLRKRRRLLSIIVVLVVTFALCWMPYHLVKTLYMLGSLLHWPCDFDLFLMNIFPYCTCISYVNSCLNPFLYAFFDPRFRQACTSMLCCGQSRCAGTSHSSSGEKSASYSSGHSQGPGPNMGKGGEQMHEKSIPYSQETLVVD
CHOP UPR activ – apoptotic UPR (CHOP) activation | CHO-CHOP luciferase reporter, luminescence; percent of tunicamycin response over DMSO baseline | activation, % at 10 µM | 0.34% of 330,000 active;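 active means at 10 µM dose, activation of 40% or more, normalized to positive control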;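 further: 100% = tunicamycin at 10 µg/mL and 0% = DMSO alone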
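assay system = CHO CHOP reporter cells | amount = 500 CHO-CHOP cells per well | buffer or medium = F12 with 10% FBS | incubation = 16-18 h cell attachment, then 6 h compound exposure, 37 °C | detection = luminescence read with Steady-Glo | read-out = percent activation relative to tunicamycin control | controls = tunicamycin high control, DMSO low control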
CXCR6 block – blocks human CXCR6 beta-arrestin recruitment; O00574; CHO-K1 PathHunter CXCR6 beta-arrestin, luminescence; inhibition, % at 20 µM; 0.36% of 360,000 active; AID 602244; in the data active means inhibition above about 34%, passing the limit was not always enough;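 further: antagonist mode with CXCL16 agonist at 10 nM final; 0% = 10 nM CXCL16 with DMSO and 100% = unstimulated wells without agonist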
Target sequence (O00574 whole entry, looked up): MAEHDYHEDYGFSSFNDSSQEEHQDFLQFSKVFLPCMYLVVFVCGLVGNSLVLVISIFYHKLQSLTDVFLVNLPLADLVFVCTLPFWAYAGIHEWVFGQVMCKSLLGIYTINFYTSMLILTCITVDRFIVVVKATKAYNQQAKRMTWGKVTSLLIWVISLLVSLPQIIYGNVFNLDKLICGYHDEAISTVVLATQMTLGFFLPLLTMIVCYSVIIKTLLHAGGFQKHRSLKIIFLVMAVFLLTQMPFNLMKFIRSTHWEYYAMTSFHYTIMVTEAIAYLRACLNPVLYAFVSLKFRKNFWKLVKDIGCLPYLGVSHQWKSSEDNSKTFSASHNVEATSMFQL
tim10-1 inh – tim10-1 yeast growth inhibition; inhibition, % at 20 µM; AID 463190; S. cerevisiae tim10-1 ts strain growth, BacTiter-Glo, 24 h; 2.2% of 330,000 active;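 active means inhibition of at least 40%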;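 further: mutant grown at 25 °C; 0% = DMSO wells with yeast and 100% = wells holding no yeast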
UPR XBP1 act – activators of adaptive arm of unfolded protein response (XBP1); CHO-XBP1 luciferase reporter, IRE1-XBP1 UPR activation, luminescence; percent of tunicamycin response, DMSO as zero; activation, % at 20 µM; 0.33% of 330,000 active;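 active means versus positive control, 20 µM dose yields 30% or more activation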;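 further: 100% = tunicamycin at 10 µg/mL and 0% = DMSO only wells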
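Material: CHO-XBP1 cells stably carrying IRE1-XBP1-driven luciferase reporter / Amount: 1000 cells per well / Compound: 20 µM, 1% DMSO / Times: 6 h treatment, 37 °C / Detection: luciferase luminescence / Measure: % activation of reporter signal versus tunicamycin and DMSO controls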
Mdm2 MdmX PPI – disrupts the human Mdm2-MdmX interaction | AID 485346 | inhibition, % at 8 µM | O15151+Q00987 | 3% of 330,000 active | SaOS-2 split-luciferase Mdm2/MdmX complementation, luminescence;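 active means inhibition of at least 50% at 8 µM in the primary screen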
tim23-1 inh – inhibits growth of tim23-1 mutant yeast; inhibition, % at 20 µM; 1.3% of 330,000 active; S. cerevisiae tim23-1 growth, BacTiter-Glo luminescence, 24 h;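 active means growth inhibition of the mutant yeast at or above 50%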;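 further: temperature-sensitive mutant grown at 25 °C; plate controls were DMSO-treated mutant yeast for no effect and medium wells lacking yeast for full effect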
APJ agonist – agonists of human APJ apelin receptor; P35414; CHO-K1 APJ PathHunter beta-arrestin, luminescence; 0% DMSO wells, 100% apelin; activation, % at 20 µM; 0.11% of 330,000 active; AID 2520;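 active means activation more than six SD over the plate average, tested at 20 µM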;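 further: 0% = DMSO alone and 100% = apelin-13 at 10 nM; some results filed as inactive read as strong as hits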
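Assay system: engineered CHO-K1 APJ arrestin reporter cells; Amount: 1000 CHO-K1 reporter cells seeded per well; Dosing: one dose, 20 µM compound, 1% DMSO; Times: compound stimulation 90 min at 25 °C, detection 60 min; Measured by: luminescent beta-gal fragment complementation, chemiluminescent substrate; Read-out: APJ–arrestin association signal; Controls: DMSO vs Apelin-13 10 nM.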
TIM10 inh – TIM10 yeast growth inhibition. S. cerevisiae TIM10 strain growth, BacTiter-Glo luminescence, 24 h. inhibition, % at 10 µM. 1.4% of 330,000 active. AID 463195;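 active means inhibition of 40% or more at the single tested concentration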;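 further: wild-type TIM10 isogenic control strain grown at permissive 25 °C; 0% = DMSO yeast wells and 100% = minimal medium wells without yeast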
Starred values were filed as active, the others as inactive; . = not tested or not shown.

SMILES	APJ antag	CHOP UPR activ	CXCR6 block	tim10-1 inh	UPR XBP1 act	Mdm2 MdmX PPI	tim23-1 inh	APJ agonist	TIM10 inh
COc1ccc(NC(=S)N(CCN(C)C)C(C)c2ccncc2)cc1Cl (stereo not drawn)	-1	-1.0	-3	-7	-1	27	6	-3	4
Cc1ccc(C(=O)NCC(=O)OCn2nnc3ccccc3c2=O)cc1	4	0.2	1	-31	2	14	0	-4	-18
COc1ccc(/C=C/C(=O)OCC(=O)NCc2cccs2)cc1OC	11	1.2	2	-8	0	-1	-9	-4	12
Cc1ccnc(NS(=O)(=O)Cc2ccccc2)c1	-6	-0.8	-6	8	0	14	7	10	4
CCN1C(=O)[C@H]2[C@@H](c3ccc(-c4ccccc4)cc3)N[C@@](Cc3ccccc3)(C(=O)OC)[C@H]2C1=O	-3	-1.8	2	8	0	17	3	-1	23
Cc1ccc(CN(C)C(=O)c2ccc(NS(=O)(=O)c3ccc4[nH]c(=O)[nH]c4c3)cc2)cc1	7	-1.2	3	-1	-2	-11	8	-1	4
O=C(NCCc1ccccc1Cl)C1CCC(=O)N(CC2CCCCC2)C1 (stereo not drawn)	-38	-1.1	-1	8	-5	6	10	2	6
CCOc1cccc(C(=O)NC(c2ccccc2)C(C)C)c1 (stereo not drawn)	1	1.0	8	23	-2	-10	21	2	22
Clc1ncc2[nH]cnc2n1	-17	0.1	2	-12	-5	26	1	-1	-11
CC(=O)Nc1cccc(NS(=O)(=O)c2ccccc2[N+](=O)[O-])c1	-4	-0.1	0	14	-3	2	11	-4	5
COC(=O)c1ccc(CN2CCCC(C(=O)Nc3cccc(-n4cccn4)c3)C2)cc1 (stereo not drawn)	-28	-0.1	0	8	-11	8	13	0	4
CCOc1ccccc1N(C)S(=O)(=O)c1ccc2c(c1)CCN2C(=O)CCC(=O)O	14	-0.4	6	15	7	16	3	-3	3
CN1CC(=O)N(CC(=O)Nc2ccc(SC(F)F)cc2)C1=O	9	1.5	-5	17	-2	-9	7	-2	-5
Cc1cc2c3c(c1C)C1(C(=O)N3C(C)(C)CC2C)C(C#N)=C(N)OC2=C1C(=O)CC(C)(C)C2 (stereo not drawn)	1	0.4	-11	5	1	8	16	-1	13
O=C(CSc1nnc(SCc2ccc(Cl)cc2)s1)N/N=C/c1ccccc1Cl	-21	1.2	-7	7	3	15	3	-3	-2
CC(=O)Nc1ccc(S(=O)(=O)NC2CCCCCC2)cc1	-7	-0.4	-6	7	1	-3	2	-1	11
O=C(CN1C(=O)CCOc2ccccc21)Nc1ccc(Cl)c(S(=O)(=O)N2CCOCC2)c1	6	-1.4	-2	-7	0	-4	-11	0	-1
COc1ccc([C@H]2C(C(=O)O)=C[C@@H](C(C)(C)C)N2S(=O)(=O)c2ccc(C)cc2)cc1OC	11	1.5	-5	12	-2	12	13	-3	-6
COc1ccc2[nH]cc(CCN3C(=O)CCC3=O)c2c1	-2	0.0	-26	-4	-6	5	16	-2	2
COc1ccc(Cc2nnc(NC(C)=O)s2)cc1	17	-2.0	2	4	-1	12	12	3	15
CCC1CCCCN1S(=O)(=O)c1ccc(-n2cnnn2)c(C)c1 (stereo not drawn)	-28	-0.2	5	5	-5	-11	4	-1	-12
CCCCCn1c(=O)[nH]c2cc(C(=O)NCCN3C(C)CCCC3C)ccc2c1=O (stereo not drawn)	-30	-0.8	-6	12	-4	28	14	0	-19
COc1ccccc1C(=O)N1CCN(S(=O)(=O)Cc2ccccc2)CC1	6	-0.9	-5	15	-3	14	22	0	7
CCN(CC)c1ccc(NC(=O)Nc2ccccc2C(F)(F)F)cc1	2	2.0	12	5	3	-6	4	-3	2
CCN1C=C(C(=O)OC)C(c2cccc(OC)c2OC)C(C(=O)OC)=C1	3	0.5	2	23	-1	25	-13	0	18

The final 3 entries of the section before are carried over, then new ones follow:
SMILES	APJ antag	CHOP UPR activ	CXCR6 block	tim10-1 inh	UPR XBP1 act	Mdm2 MdmX PPI	tim23-1 inh	APJ agonist	TIM10 inh
COc1ccccc1C(=O)N1CCN(S(=O)(=O)Cc2ccccc2)CC1	6	-0.9	-5	15	-3	14	22	0	7
CCN(CC)c1ccc(NC(=O)Nc2ccccc2C(F)(F)F)cc1	2	2.0	12	5	3	-6	4	-3	2
CCN1C=C(C(=O)OC)C(c2cccc(OC)c2OC)C(C(=O)OC)=C1	3	0.5	2	23	-1	25	-13	0	18
CCCN(CC1CC1)C(=S)Nc1ccccc1F	3	-0.3	0	10	-1	30	19	-1	3
COc1ccc(NC(=S)NC2CC3CCCC(C2)N3C2CC2)cc1 (stereo not drawn)	5	-0.4	4	-1	-2	26	1	-1	0
CC1CC(C)CN(C(=O)c2cn(C)c3ccc(S(=O)(=O)N(C)C)cc3c2=O)C1 (stereo not drawn)	1	-1.8	6	-16	-1	26	2	-3	10
Cc1cccc(C(CC(=O)O)n2cccc2)c1 (stereo not drawn)	-5	-1.0	-11	14	-1	0	2	1	-23
COc1ccc(S(=O)(=O)N2CCCCC2)cc1C(=O)N1CCCC1	10	0.7	2	-14	-4	-3	-4	-1	-1
CC(=O)c1cccc(NC(=O)CSc2nnc(C(C)N(C)C)n2-c2ccc(F)cc2)c1 (stereo not drawn)	-8	0.8	9	22	-5	13	16	0	-17
COc1ccccc1C1NC(=O)c2ccccc2O1 (stereo not drawn)	8	2.8	4	19	-1	-7	18	-4	7
CCOC(=O)c1cccc(NC(=O)C2CCCN2S(=O)(=O)c2cccc3cccnc23)c1 (stereo not drawn)	5	0.4	4	27	-1	30	28	-3	4
CCOC(=O)c1cc2ccc(OC)c(OC)c2c(=O)s1	-3	0.6	-3	13	2	16	3	-3	-10
COc1cccc(NC(=O)CN(C)S(=O)(=O)/C=C/c2ccccc2)c1	-2	0.9	0	27	-1	19	16	-5	15
CCC(CO)Oc1cc(NC(=O)c2ccc([N+](=O)[O-])cc2)c2ncn(C(C)C)c2c1 (stereo not drawn)	-10	2.9	-12	-3	-2	-4	10	-1	-3
CCCCN(CC)CCNC(=O)CCNC(=O)Cn1ccc2ccccc2c1=O	2	-0.7	-3	-13	1	-7	-4	-4	-10
CCN1CCN(c2cc3nc(C)n(Cc4ccccc4)c(=O)c3cc2NC(=O)c2ccccc2F)CC1	8	6.7	7	-3	22	32	17	-1	12
CC(C)CCn1nnnc1C(c1ccccc1F)N1CCC(C(N)=O)CC1 (stereo not drawn)	2	0.2	-10	-2	-2	-18	9	0	22
COc1ccc(C2NN=C(c3c[nH]c4ccccc34)C2O)cc1 (stereo not drawn)	-16	2.5	-13	17	-3	1	23	3	4
Cc1ccc(C)c(C(C)NC(=S)NCc2ccc(F)cc2)c1 (stereo not drawn)	6	-0.4	-9	32	-3	21	2	8	-69
CN1CCN(CC(=O)Nc2ccc(Oc3ccccc3)cc2)CC1	-7	3.0	3	-2	0	-6	3	-1	-14
COc1ccc(N=Nc2c(-c3ccc(OC)cc3)[nH]oc2=O)cc1	9	0.6	13	10	-1	22	2	-5	2
CCOC(=O)CCC(=O)N(CCN(C(=O)CCC(=O)OCC)c1ccccc1)c1ccccc1	9	-0.2	-8	22	-1	-37	18	1	23
CN1CCN(c2ccc([N+](=O)[O-])cc2NC(=O)c2ccccc2Cl)CC1	-2	1.2	0	-1	0	13	4	0	-3
O=C(O)c1ccc2c(c1)NC(=O)C(N1CCCC1)S2 (stereo not drawn)	-1	1.1	2	-5	-1	4	19	-2	-12
COc1cccc(C(=O)NCC2CCN(c3ccc(S(=O)(=O)N4CCOCC4)cc3)CC2)c1	-2	0.2	-10	30	-2	4	12	-6	0
COc1ccc(S(=O)(=O)N2CCN(Cc3cccc(Cl)c3)CC2)cc1	18	-0.2	5	26	1	-13	51*	-2	26
Cc1ccc(Nc2cc(-n3nc(C)cc3C)ncn2)c(C)c1	-1	2.5	-2	26	1	28	18	-2	36
Fc1ccccc1OCCn1c(=S)[nH]c2ccccc21	-7	3.6	4	12	3	7	37	-1	19

More entries follow:
SMILES	APJ antag	CHOP UPR activ	CXCR6 block	tim10-1 inh	UPR XBP1 act	Mdm2 MdmX PPI	tim23-1 inh	APJ agonist	TIM10 inh
CCc1nc(SCC#N)c(C#N)cc1C	-5	1.7	.	-7	5	-7	7	-3	-3
CCN(CC)S(=O)(=O)c1ccc(OC)c(NC(=O)C(C)Oc2ccc3c(C)cc(=O)oc3c2)c1 (stereo not drawn)	6	1.5	-5	13	0	-17	23	-2	9
O=C(NCc1ccc2c(c1)OCO2)C1(S(=O)(=O)c2ccccc2)CC1	-1	0.0	3	8	0	-4	12	1	-7
Cc1cc(C)c(OCCCCN2CCNCC2)c(C)c1	4	0.7	-4	-4	-2	-25	3	4	-3
CN1C(=O)[C@H]2[C@@H](c3ccc(F)cc3)N3C(=O)c4ccccc4NC(=O)[C@@]3(C)[C@H]2C1=O	4	1.9	1	-13	-2	-4	-5	1	-7
CNC(=O)C(=O)NCC1OCCN1S(=O)(=O)c1ccc([N+](=O)[O-])cc1 (stereo not drawn)	-10	-0.7	-19	6	-2	-10	6	2	0
Nc1nnc(Sc2ncccc2[N+](=O)[O-])s1	-34	1.4	-4	5	-1	12	1	8	-3
C(CCCN1CCCCC1)CCN1CCCCC1	9	-0.3	3	19	-2	3	25	4	21
C[C@]1(CC/C(=C/CO)CO)[C@H](CO)CC[C@@]23COC(=O)C2=CCC[C@@H]31	-44	0.2	6	-15	0	-19	-9	-2	-5
O=C(CN(Cc1ccc(Br)cc1)S(=O)(=O)c1ccccc1)NCc1ccccn1	-7	0.1	-13	10	1	7	17	-6	-1
Cn1c(Cc2cccc3ccccc23)nnc1SCc1ccc([N+](=O)[O-])cc1	-12	-1.6	-7	25	-1	-13	28	2	13
C#CCOCCOCCOCCNc1nc(N2CCN(C(=O)CCCCCCCCCCNC(=O)[C@H](CO)n3cc(CCCSC)nn3)CC2)nc(N2CCN(C(=O)CCCCCCCCCCNC(=O)[C@H](CCCCN)n3cc(CCO)nn3)CC2)n1	7	3.7	8	20	-1	-10	29	-3	-10
Brc1cc(/C=N/n2cnnc2)oc1Br	-1	-1.3	-5	7	-1	21	14	-1	1
O=C(/C=C/c1ccc(Cl)cc1)NCCc1ccccc1	10	3.4	-9	9	-3	-17	15	-5	13
C[C@H](CO)N1C[C@H](C)[C@@H](CN(C)C(=O)Nc2ccccc2)Oc2ccc(NC(=O)Cc3ccccc3)cc2C1=O	18	0.7	-1	12	-4	-13	15	1	-2
O=C(N/N=C/c1ccc(Cl)cc1)C1CC12CCC2 (stereo not drawn)	0	5.8	-5	21	-1	-40	46	-2	25
CCOc1ccc(-c2noc(=O)[nH]2)cc1	9	3.4	3	8	0	-27	5	2	4
C=CCNCCCOc1ccc(C(C)(C)c2ccccc2)cc1	1	3.8	3	15	-1	41	4	-1	1

Complete entries, looked up by structure. Values in the order: APJ antag | CHOP UPR activ | CXCR6 block | tim10-1 inh | UPR XBP1 act | Mdm2 MdmX PPI | tim23-1 inh | APJ agonist | TIM10 inh
`Cc1ccc(C(=O)NCC(=O)OCn2nnc3ccccc3c2=O)cc1` as listed: 4 | 0.2 | 1 | -31 | 2 | 14 | 0 | -4 | -18
`COc1ccc(/C=C/C(=O)OCC(=O)NCc2cccs2)cc1OC` as listed: 11 | 1.2 | 2 | -8 | 0 | -1 | -9 | -4 | 12

Some of the compounds tested; rates above refer to the full screens.
